Source: PubChem
Rtt109 Vps75 = C. albicans Rtt109 histone acetyltransferase inhibition. Q5AAJ8. purified Rtt109/Vps75, ThioGlo CoA-SH fluorescence, 4 h. inhibition, % at 34.9 µM. hit rate 0.16% among 330,000;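 active = inhibition of at least 50% in every replicate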
PKA-R2B activ = activators of human PKA-R2B complex | P22694+P31323 | PKA-R2B holoenzyme dissociation, Cy5-IP20 fluorescence polarization; R2B truncated from residue 108, S112A mutant; 0% DMSO only, 100% 113 µM cGMP | activation, % at 11.4 µM | hit rate 0.079% among 340,000 | AID 504700;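 active = activation above a cutoff set at the mean over all compounds plus 3 SD, cut at about 18% in these data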;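 also: higher means more holoenzyme dissociation and a rise in polarization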
Target sequence (P31323 whole entry, looked up, other chains not shown, the tested form may be a part): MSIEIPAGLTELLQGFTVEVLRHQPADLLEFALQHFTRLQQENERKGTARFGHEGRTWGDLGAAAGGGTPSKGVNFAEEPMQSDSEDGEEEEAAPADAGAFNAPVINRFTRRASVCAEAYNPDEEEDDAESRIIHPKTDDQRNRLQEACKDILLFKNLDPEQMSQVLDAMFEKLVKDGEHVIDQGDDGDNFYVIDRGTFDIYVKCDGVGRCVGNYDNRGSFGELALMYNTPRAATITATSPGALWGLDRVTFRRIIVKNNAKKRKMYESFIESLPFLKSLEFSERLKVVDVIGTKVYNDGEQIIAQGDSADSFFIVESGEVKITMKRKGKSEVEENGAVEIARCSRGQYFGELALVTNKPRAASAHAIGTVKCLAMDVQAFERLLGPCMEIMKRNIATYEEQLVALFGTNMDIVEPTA
DAGLB inh = blocks human DAGLB lipase activity; Q8NCG7; HEK293T DAGLB membrane lysate, EnzChek fluorogenic substrate; inhibition, % at 5.17 µM; hit rate 0.059% among 340,000; AID 504411; in the data active = inhibition above about 34%;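 also: 0% = enzyme with vehicle and 100% = wells lacking enzyme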
Target sequence (Q8NCG7 whole entry, looked up): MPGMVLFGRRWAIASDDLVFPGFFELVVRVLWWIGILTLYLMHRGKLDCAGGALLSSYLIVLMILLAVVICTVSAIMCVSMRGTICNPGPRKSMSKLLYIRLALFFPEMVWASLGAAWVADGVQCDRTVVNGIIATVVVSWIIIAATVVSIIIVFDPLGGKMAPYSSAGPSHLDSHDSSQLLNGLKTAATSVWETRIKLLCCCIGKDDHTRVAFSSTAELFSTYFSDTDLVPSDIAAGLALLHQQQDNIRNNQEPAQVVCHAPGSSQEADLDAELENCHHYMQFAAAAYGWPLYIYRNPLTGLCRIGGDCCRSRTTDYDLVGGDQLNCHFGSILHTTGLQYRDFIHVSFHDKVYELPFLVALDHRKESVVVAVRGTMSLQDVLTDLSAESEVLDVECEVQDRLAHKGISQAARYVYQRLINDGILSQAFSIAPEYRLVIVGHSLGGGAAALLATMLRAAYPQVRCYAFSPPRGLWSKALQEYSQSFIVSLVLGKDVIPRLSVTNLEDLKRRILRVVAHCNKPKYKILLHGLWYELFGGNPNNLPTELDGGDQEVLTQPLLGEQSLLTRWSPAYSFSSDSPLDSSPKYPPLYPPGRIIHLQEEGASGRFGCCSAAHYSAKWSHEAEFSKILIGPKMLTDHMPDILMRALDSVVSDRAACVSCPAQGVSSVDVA
Keap1 Nrf2 FP = inhibitors of human Keap1-Nrf2 protein-protein interaction; inhibition, % at 9.4 µM; hit rate 0.15% among 340,000; Keap1 Kelch-Nrf2 peptide fluorescence polarization, 1536-well; Q14145; in the data active = inhibition above about 12%;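 also: human Keap1 Kelch domain with fluorescein labeled Nrf2 9mer peptide probe; 0% = neutral control wells and 100% = peptide positive control; higher means more block of Keap1 binding to Nrf2 peptide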
CAL PDZ FP-1 = human CAL PDZ-peptide interaction inhibition; Q9HD26; purified CAL PDZ, TMR-peptide fluorescence polarization, 1 h; inhibition, % at 20 µM; hit rate 0.02% among 330,000; AID 504414;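 active = highest replicate inhibition of at least 40%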;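 also: plate controls were DMSO neutral control wells for no effect and unlabeled competitor peptide control wells for full effect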
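material = purified tagged CAL PDZ domain construct (CerCALP) | buffer or medium = sodium phosphate/NaCl buffer pH 7.4 with TCEP, IgG, Thesit | reagent = TMR-labelled reporter peptide T*-PRC34 bound in PDZ groove | incubation = 1 h room-temperature incubation prior to read | measured by = fluorescence polarization (mP) | evaluation = percent inhibition from loss of millipolarization | control set = unlabelled peptide and DMSO controls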
CAL PDZ FP-2 = CAL PDZ (human) peptide binding inhibition; AID 602252; inhibition, % at 24.9 µM; Q9HD26; hit rate 0.92% among 300,000; purified CAL PDZ, TMR-peptide fluorescence polarization, 1 h;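 active = mean inhibition of at least 30% with at least half of replicates also reaching 30%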;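 also: 0% = DMSO neutral control and 100% = excess unlabeled competitor peptide PRC23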
LANA DNA inh = blocks KSHV LANA C-terminal domain binding to DNA | MBP-C-LANA/FAM-LBS DNA binding, fluorescence polarization | inhibition, % at 9 µM | hit rate 0.078% among 340,000;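 active = highest replicate inhibition at or above 60% at 9 µM, even if other replicates fall short; inactive = all replicates below 60% inhibition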;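 also: 0% = neutral control wells and 100% = 4 µM acridine orange control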
SR-BI DiI-HDL act = SR-BI HDL lipid transfer activation; CHO ldlA[mSR-BI] cells, DiI-HDL uptake fluorescence, 3 h; 100 = double the neutral-control signal; activation, % at 12.5 µM; hit rate 0.096% among 320,000; AID 504775;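 active = mean replicate activation of at least 60% and every replicate at or above 60%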;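 also: 0% = median plate neutral-control signal and 100% = twice that signal; values of inactives mirror those of a sister screen read the other way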
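Test system: SR-BI-overexpressing, LDLR-lacking CHO cells; Also added: labelled HDL, 10 µg/mL; Measured by: bottom-read cell fluorescence after medium removal, ex 550/em 595 nm; Timing: 3 h uptake period with compound, 37 °C; Buffer or medium: F12, 0.5% BSA, 25 mM HEPES; Doses: single compound concentration, delivered by pin transfer.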
cardiac RTF act = cardiac RTF calcium sensitization; P19429+P45379; IANBD-labeled TnC RTF fluorescence at EC20 calcium; 0% EC20 calcium, 100% full calcium; activation, % at 7.2 µM; hit rate 0.24% among 340,000;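 active = activation above the mean over all tested compounds plus 3 SD, cut at about 30% in these data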;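 also: rise in fluorescence read as greater calcium sensitivity of cardiac thin filaments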
RTF Ca sens inh = cardiac RTF calcium desensitization. P19429+P45379. IANBD-labeled cardiac RTF, Ca2+ fluorescence. inhibition, % at 7.15 µM. hit rate 0.12% among 340,000;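 active = inhibition above the mean inhibition of all tested compounds plus 3 SD, cut at about 17% in these data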;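 also: assay run at fixed EC70 calcium of 1.6 mM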
* marks the source's active call; other numbers are inactive results; . = no result given.

1: O=C(Nc1ccc(F)cc1F)N1CCN(CCc2ccccc2)CC1
2: Cc1ccc2c(c1)C(=O)OC1(O)C3C4C=CC(C4)C3C(=O)N21 (stereo unspecified)
3: CC(=O)c1ccc(C(=O)NC2CCCN(Cc3ccccc3F)C2)cc1 (stereo unspecified)
4: O=C(Nc1cc(Br)c(O)c(Br)c1)c1cccc(NC(=O)c2ccco2)c1
5: COc1cc(NC(=O)CCc2ccccc2)c(C(=O)O)cc1OC
6: COc1ccc(Cn2c(CCC(=O)NCCC(C)C)nc3ncccc3c2=O)cc1
7: CCn1c(=O)cc(OCC(=O)Nc2nc(C)cs2)c2ccccc21
8: O=C(Cn1c2c(sc1=O)C1c3ccccc3OCC1CS2)Nc1ccc(Cl)cc1 (stereo unspecified)
compound no.	1	2	3	4	5	6	7	8
Rtt109 Vps75	-6	.	4	5	-7	-2	-19	-14
PKA-R2B activ	-6	-10	-3	-7	3	-8	2	-14
DAGLB inh	-1	-3	0	5	1	-2	1	-16
Keap1 Nrf2 FP	0	3	-2	2	-1	3	-6	-7
CAL PDZ FP-1	0.1	0.4	0.5	-0.4	-0.9	-3.1	-1.0	0.1
CAL PDZ FP-2	7	4	0	-6	-1	-2	.	-3
LANA DNA inh	-0.6	-0.6	-3.2	-0.9	-2.5	-1.6	0.7	-2.0
SR-BI DiI-HDL act	5	.	8	-16	24	53	-27	3
cardiac RTF act	5	11	7	3	0	1	-4	6
RTF Ca sens inh	-1	3	-7	6	-13	-1	0	-12

Arranged by the number under Rtt109 Vps75 (high to low): 4 from the list above.
| nr | canonical_smiles | Rtt109 Vps75 | PKA-R2B activ | DAGLB inh | Keap1 Nrf2 FP | CAL PDZ FP-1 | CAL PDZ FP-2 | LANA DNA inh | SR-BI DiI-HDL act |
| --- | --- | --- | --- | --- | --- | --- | --- | --- | --- |
| 3 | CC(=O)c1ccc(C(=O)NC2CCCN(Cc3ccccc3F)C2)cc1 (stereo unspecified) | 4 | -3 | 0 | -2 | 0.5 | 0 | -3.2 | 8 |
| 5 | COc1cc(NC(=O)CCc2ccccc2)c(C(=O)O)cc1OC | -7 | 3 | 1 | -1 | -0.9 | -1 | -2.5 | 24 |
| 8 | O=C(Cn1c2c(sc1=O)C1c3ccccc3OCC1CS2)Nc1ccc(Cl)cc1 (stereo unspecified) | -14 | -14 | -16 | -7 | 0.1 | -3 | -2.0 | 3 |
| 7 | CCn1c(=O)cc(OCC(=O)Nc2nc(C)cs2)c2ccccc21 | -19 | 2 | 1 | -6 | -1.0 | . | 0.7 | -27 |

New compounds follow.
9: CC(C)C[C@@H]1NC(=O)[C@H](Cc2ccccc2)N(C)C(=O)[C@H](C)NC(=O)c2ccccc2NC(=O)[C@H](Cc2ccc(O)cc2)N(C)C1=O
10: O=C(O)CCCCCN1C(=O)c2ccc(C(=O)O)cc2C1=O
11: COC(=O)c1ccccc1NC(=O)Nc1ccc(Br)cn1
12: COC(=O)c1[nH]c(C)c(/C(O)=C2\C(=O)C(=O)N(CCCN3CCOCC3)C2c2ccccn2)c1C (stereo unspecified)
13: CCOC(=O)C1=CN(Cc2cccc(-c3ccc(F)cc3)c2)S(=O)(=O)N(C)C1C (stereo unspecified)
14: O=C(CCCC(=O)N(c1ccc2c(c1)OCCO2)C(C(=O)NC1CCCCC1)c1ccc(F)cc1)Nc1ccccn1 (stereo unspecified)
15: Cc1nn(-c2ccccc2)c(Cl)c1/C=C(\C#N)C(=O)NC(C)C
16: O=C(NN=C1CCN(Cc2ccccc2)CC1)C(O)c1ccccc1 (stereo unspecified)
compound no.	9	10	11	12	13	14	15	16
Rtt109 Vps75	30	-6	-2	3	-4	.	-1	9
PKA-R2B activ	-8	5	-9	-10	5	-9	-1	11
DAGLB inh	-2	-6	1	-1	-12	-1	-1	-2
Keap1 Nrf2 FP	0	3	4	-4	3	-7	-3	-3
CAL PDZ FP-1	-0.5	-2.0	0.2	-2.9	0.5	-1.7	-1.8	-0.1
CAL PDZ FP-2	-3	-4	.	0	1	1	-1	-2
LANA DNA inh	-1.3	0.0	-0.3	-0.8	-1.7	-0.4	0.6	1.3
SR-BI DiI-HDL act	3	29	16	6	-29	3	2	-19
cardiac RTF act	13	-3	-1	-1	-7	4	0	-1
RTF Ca sens inh	-2	-5	-1	-10	-5	-1	4	-7

17: N=C1C(c2ccc(Br)cc2)=C(O)C2CCc3ccccc3N12 (stereo unspecified)
18: COc1ccc(C2=Nc3nc(-c4ccccc4)cn3C(c3ccc(OC)cc3)C2)cc1 (stereo unspecified)
19: Cc1cccc(C)c1NC(=S)N(CCN(C)C)C(C)c1cccnc1 (stereo unspecified)
20: Cc1ccc(C)c(N2CCN(C(=O)CCCCCn3c(=S)[nH]c4ccc(N5CCOCC5)cc4c3=O)CC2)c1
21: CS(=O)(=O)N(CC(=O)Nc1ccc2c(c1)OCO2)Cc1ccccc1
22: CC(=O)N1N=C(c2ccco2)CC1c1ccc(Br)cc1 (stereo unspecified)
23: COc1ccc(-c2sc3cc4c(cc3c2C#CCO)OCO4)cc1
24: Cc1ccc(NC(=O)c2ccc(OCC3CCCO3)cc2)nc1 (stereo unspecified)
compound no.	17	18	19	20	21	22	23	24
Rtt109 Vps75	5	-6	15	-4	-6	10	7	3
PKA-R2B activ	-1	1	4	1	-2	-4	-8	4
DAGLB inh	2	4	-2	3	2	0	-5	3
Keap1 Nrf2 FP	3	-5	-5	-4	2	-1	-4	-4
CAL PDZ FP-1	-0.6	-2.0	-0.6	-1.7	-0.6	0.8	-2.1	-2.0
CAL PDZ FP-2	-1	-3	4	1	-2	.	-7	-3
LANA DNA inh	-1.4	-1.4	2.2	0.5	0.8	-0.3	-1.9	0.1
SR-BI DiI-HDL act	-26	-27	4	-43	-11	28	-63	13
cardiac RTF act	-6	9	1	3	-4	-2	10	5
RTF Ca sens inh	-3	-8	4	-8	0	-2	-38	-2

25: O=C(c1cc2c(s1)CCCC2)N1CCN(Cc2ccc3c(c2)OCO3)CC1
26: CCOc1ccc(C2N(c3cc(Cl)ccc3OC)C(=O)C3CCCN32)cc1OC (stereo unspecified)
27: O=C(NCc1cccnc1)c1cc(S(=O)(=O)N2CCCCC2)ccc1Cl
28: CCOc1ccc(OCCC(=O)OCC(=O)N2CCN(S(=O)(=O)c3ccc(Cl)cc3)CC2)cc1
29: CC(=O)C1=C(C)NC(=O)CC1c1ccccc1Cl (stereo unspecified)
30: COc1ccc2[nH]cc(CCN3C(=O)CCC3=O)c2c1
31: CCSc1nnc(NC(=O)[C@@H](NC(=O)c2cccc(C)c2)C(C)C)s1
32: CN(C)C(=O)CSc1nc(-c2cccs2)c(-c2cccs2)[nH]1
compound no.	25	26	27	28	29	30	31	32
Rtt109 Vps75	-13	-2	-8	-2	.	1	6	-6
PKA-R2B activ	-8	-7	-18	2	-6	-6	-20	8
DAGLB inh	-9	-1	3	2	1	2	3	0
Keap1 Nrf2 FP	0	1	7	-7	4	-1	-4	-4
CAL PDZ FP-1	-0.9	-0.4	-0.8	1.5	-2.1	.	-3.0	-1.6
CAL PDZ FP-2	-8	.	-3	0	-4	-2	0	-1
LANA DNA inh	-1.3	-1.8	-1.7	-0.4	-2.8	2.6	-0.9	-1.0
SR-BI DiI-HDL act	-35	34	-4	6	10	13	21	6
cardiac RTF act	-3	6	-4	2	-2	-5	-1	2
RTF Ca sens inh	-3	-8	9	-9	-7	-9	8	-32

33: O=C(O)c1ccc(N/N=C/c2ccc(-c3ccc(Cl)cc3Cl)o2)cc1
34: C(=N\Nc1nc2ccccc2[nH]1)/c1ccc2ncccc2c1
35: OCCOc1ccc(CN2CCCC(N3CCN(c4ccc(F)cc4)CC3)C2)cc1 (stereo unspecified)
36: CCC(OC(=O)c1cccs1)C(=O)NCc1ccc2c(c1)OCO2 (stereo unspecified)
37: CCCCC(=O)NC(c1ccc(C(C)C)cc1)c1ccc2cccnc2c1O (stereo unspecified)
38: CCOC(=O)C1C2C=CC3(CN(c4ccc(Cl)c(F)c4)C(=O)C13)O2 (stereo unspecified)
39: O=C(Nc1ccc(Cl)c(NC(=O)c2cccs2)c1)c1ccco1
40: COc1ccc(NC(=O)Nc2cccc(C(=O)N3CCOCC3)c2)cc1OC
compound no.	33	34	35	36	37	38	39	40
Rtt109 Vps75	3	3	-2	-6	-1	5	13	2
PKA-R2B activ	-10	-6	-3	-8	0	3	-5	-2
DAGLB inh	4	3	3	0	4	-1	-1	-2
Keap1 Nrf2 FP	-5	-1	-2	3	2	-3	-1	-6
CAL PDZ FP-1	-2.6	1.4	.	-4.1	-0.8	-0.8	-2.3	-0.6
CAL PDZ FP-2	-1	.	-1	-7	-2	-4	-5	.
LANA DNA inh	0.3	1.5	-0.2	0.6	-0.8	1.8	-0.2	-1.0
SR-BI DiI-HDL act	.	-14	8	-6	17	18	-22	-16
cardiac RTF act	-3	10	-7	5	-4	-1	-5	2
RTF Ca sens inh	3	-3	-4	3	-5	7	1	0

41: O=C(Oc1c(-c2ccccc2)c(=O)n2c3c(cccc13)CC2)c1ccc(Cl)cc1
42: COc1ccccc1OCC(=O)Nc1ccccn1
43: CCN(CC)CCN1C(=O)c2cccc3cc(N)cc(c23)C1=O
44: COC(=O)COc1ccc(S(=O)(=O)Nc2ccc3c(c2)OCO3)cc1Cl
45: Cc1ccc(S(=O)(=O)NNc2nc3ccccc3nc2C(F)(F)F)cc1
46: CCC1CCCCN1C(=O)CSc1nnc(-c2c[nH]c3ccccc23)o1 (stereo unspecified)
47: COc1ccccc1C(=O)OCC(=O)c1cccc([N+](=O)[O-])c1
48: CCOC(=O)/C(C#N)=C/c1c(N2CCN(c3ccccc3)CC2)nc2c(C)cccn2c1=O
49: O=C1CC(N2CCC(c3nc4ccccc4s3)CC2)C(=O)N1 (stereo unspecified)
50: O=C1CSc2ccc(S(=O)(=O)CCC(=O)NC3CCCCC3)cc2N1
51: Cc1c(C)c(C)c(C(=O)c2ccc(NC(=O)c3ccccc3C(=O)O)cc2)c(C)c1C
compound no.	41	42	43	44	45	46	47	48	49	50	51
Rtt109 Vps75	-2	-7	5	-5	7	14	-2	2	1	6	-2
PKA-R2B activ	3	3	8	-9	-5	1	0	-4	10	2	0
DAGLB inh	3	-1	-6	4	4	-4	2	1	0	2	3
Keap1 Nrf2 FP	-2	1	14*	-11	0	-1	-7	3	-3	-5	4
CAL PDZ FP-1	-0.4	-0.2	.	3.7	0.0	-4.6	-3.2	0.4	-1.1	0.2	-0.9
CAL PDZ FP-2	-1	.	-3	1	.	-2	0	-3	-1	.	-3
LANA DNA inh	-0.9	-0.2	60	0.4	-0.8	2.5	0.8	-0.5	-0.6	-0.2	-0.2
SR-BI DiI-HDL act	-5	-11	-14	0	18	-20	0	-22	3	11	3
cardiac RTF act	0	-2	24	2	4	8	2	-2	2	-1	3
RTF Ca sens inh	-9	2	-49	2	-2	-15	-13	0	-10	-2	0
